TRPML3 agonist – agonists of human TRPML3 channel | Q8TDD5 | HEK293 TRPML3-YFP, Fluo-8 calcium fluorescence; 100% = the carbachol control signal | activation, % at 3 µM | hit rate 0.29% among 220,000 | AID 1448;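 active = activation above its plate's cutoff, the mean activation of the plate's test wells plus 3 SD, cut at about 12% in these data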;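 also: 0% = DMSO only wells and 100% = carbachol wells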
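Test system: HEK293 cells stably carrying human TRPML3-YFP; Doses: single dose, 3 µM final nominal compound, 0.3% DMSO final; Schedule: dye loading 1 h 37 °C then 30 min ambient, 125 s read; Technique: Fluo-8 calcium fluorescence; Benchmarks: high control carbachol 87 µM, low control DMSO.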
NPY-Y2 PAM-ag – potentiators or agonists of human neuropeptide Y receptor Y2. cells expressing NPY-Y2, potentiator/agonist read-out. activation, % at 3.6 µM. AID 1359. hit rate 0.45% among 220,000; in the data active = activation above about 27%;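 also: cells stimulated with NPY near EC25 plus isoproterenol at EC100; 0% = vehicle plus submaximal agonist and 100% = vehicle plus saturating agonist; some results beyond the cut were filed as inactive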
Target sequence (P49146 whole entry, looked up): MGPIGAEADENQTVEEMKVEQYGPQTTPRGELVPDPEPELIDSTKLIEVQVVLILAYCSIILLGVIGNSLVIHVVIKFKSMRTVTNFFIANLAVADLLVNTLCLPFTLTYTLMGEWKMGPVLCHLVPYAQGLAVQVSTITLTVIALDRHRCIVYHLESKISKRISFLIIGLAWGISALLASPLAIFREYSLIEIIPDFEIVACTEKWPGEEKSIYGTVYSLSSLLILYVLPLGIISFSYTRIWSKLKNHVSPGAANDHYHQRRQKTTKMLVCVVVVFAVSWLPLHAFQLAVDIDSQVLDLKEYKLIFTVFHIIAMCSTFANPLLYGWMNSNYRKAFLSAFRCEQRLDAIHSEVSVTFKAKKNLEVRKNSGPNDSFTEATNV
EP2 mod – modulates human prostaglandin E2 receptor EP2 signaling; EP2-expressing cells, cAMP HTRF FRET, PGE2 co-stimulation; induction, % at 25 µM; hit rate 0.83% among 260,000;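 active = compounds whose cAMP rise, as percent of the full-agonist control response, exceeds 60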;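 also: rat C6 glioma line stably carrying human EP2 under a CMV promoter; the protocol text gives 20 µM as final concentration; 100% = response of wells given 1 µM PGE2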
Target sequence (P43116 whole entry, looked up): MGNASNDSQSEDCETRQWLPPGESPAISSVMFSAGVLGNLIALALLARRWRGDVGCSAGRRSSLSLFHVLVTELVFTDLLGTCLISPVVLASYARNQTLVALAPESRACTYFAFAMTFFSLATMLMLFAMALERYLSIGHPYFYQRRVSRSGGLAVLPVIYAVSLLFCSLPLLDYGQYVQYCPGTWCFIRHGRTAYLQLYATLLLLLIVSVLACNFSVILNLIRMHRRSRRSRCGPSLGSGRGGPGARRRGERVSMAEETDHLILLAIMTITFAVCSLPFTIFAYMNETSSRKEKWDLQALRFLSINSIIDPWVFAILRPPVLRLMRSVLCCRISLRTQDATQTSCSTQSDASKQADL
NPY-Y1 antag – blocks the human neuropeptide Y Y1 receptor; P25929; HEK293-CNG Y1 cells, membrane potential fluorescence; NPY at EC95, then isoproterenol; inhibition, % at 3.6 µM; hit rate 1% among 200,000; AID 1040;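 active = inhibition above the campaign mean inhibition of all tested compounds plus 3 SD, cut at about 20% in these data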;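 also: 0% = DMSO wells given NPY plus isoproterenol and 100% = isoproterenol alone without NPY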
Target sequence (P25929 whole entry, looked up): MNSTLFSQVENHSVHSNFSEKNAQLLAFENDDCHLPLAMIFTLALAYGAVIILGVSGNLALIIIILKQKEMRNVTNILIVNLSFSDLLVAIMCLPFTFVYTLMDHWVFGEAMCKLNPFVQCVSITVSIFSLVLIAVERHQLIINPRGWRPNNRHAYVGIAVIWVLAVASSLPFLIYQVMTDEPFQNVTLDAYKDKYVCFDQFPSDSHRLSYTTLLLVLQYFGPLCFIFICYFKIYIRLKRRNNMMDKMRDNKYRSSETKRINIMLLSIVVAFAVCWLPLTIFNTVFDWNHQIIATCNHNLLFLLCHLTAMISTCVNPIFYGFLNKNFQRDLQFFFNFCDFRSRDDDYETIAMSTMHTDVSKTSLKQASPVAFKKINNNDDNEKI
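Material: HEK293 Y1/CNG channel cell line | Also added: NPY (25 nM), isoproterenol (1 µM), Ro 20-1724 (25 µM) | Compound: One concentration, 3.6 µM, in 0.4% DMSO | Schedule: 3 h dye uptake, 1 h room-temperature compound, 45 min post-isoproterenol | Signal: Membrane-potential fluorescent dye readout | Read-out: % inhibition of NPY effect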
zfTRPN1 agonist – zebrafish TRPN1 (NompC) channel agonism | HEK293 zebrafish TRPN1-YFP, Fluo-8 calcium fluorescence; 100% = response to 87 µM carbachol | activation, % at 3 µM | hit rate 0.18% among 220,000 | AID 1424;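 active = activation above its plate's cutoff, the mean activation of test wells on that plate plus 3 SD, cut at about 19% in these data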;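 also: 0% = DMSO alone and 100% = 87 µM carbachol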
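Material: zebrafish TRPN1-YFP in HEK293 cells. Doses: one dose of 3 µM, 0.3% DMSO. Incubation: dye 1 h 37 °C plus 30 min RT. Measured by: intracellular calcium fluorescence with Fluo-8.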
CHOP inhibitor – CHOP inhibition in unfolded protein response | hit rate 3.8% among 220,000 | inhibition, % at 10 µM | CHO-K1 CHOP-promoter luciferase, tunicamycin-induced, 15-18 h | AID 2732;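 active = compounds that reduced the stress-induced luciferase reporter signal by more than about 70% of percent inhibition, limit read from the data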;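 also: 0% = tunicamycin plus vehicle and 100% = wells without tunicamycin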
S1P4 antag – human S1P4 receptor antagonism | S1P4-expressing cells, antagonist mode, reporter read-out | hit rate 0.26% among 220,000 | inhibition, % at 4.98 µM; in the data active = inhibition above about 29%;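 also: 0% = wells stimulated with agonist and 100% = vehicle wells without agonist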
S1P4 agonist – agonists of human S1P4 receptor. O95977. S1P4-expressing cell line, agonist reporter assay. activation, % at 4.98 µM. hit rate 0.35% among 220,000. AID 1509; in the data active = activation above about 11%;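 also: 0% = DMSO vehicle and 100% = reference agonist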
NPY-Y1 PAM-ag – human NPY-Y1 potentiation or agonism, primary screen; AID 1304; activation, % at 3.6 µM; P25929; NPY-Y1 expressing cells, potentiator/agonist activation; hit rate 0.37% among 220,000; in the data active = activation above about 33%, passing the limit was not always enough;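 also: cells stimulated with NPY at EC10 then isoproterenol at EC100; 0% = low agonist plus stimulus and 100% = saturating agonist plus stimulus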
* hit, by the source's call; . = not tested or not shown.

SMILES	TRPML3 agonist	NPY-Y2 PAM-ag	EP2 mod	NPY-Y1 antag	zfTRPN1 agonist	CHOP inhibitor	S1P4 antag	S1P4 agonist	NPY-Y1 PAM-ag
CCOC(=O)N1CCN(C(=O)c2ccc3nc(N4CCCCC4)sc3c2)CC1	-0.5	-9	24	0	-0.5	22	-24	0.6	-8
CC(C)C1Nc2ccc(S(N)(=O)=O)cc2C2C=CCC21 (stereo not drawn)	0.3	3	0	10	0.4	5	5	1.4	-13
Cc1ccc(OC(=O)CCC(=O)N2CCc3ccccc32)cc1	-0.9	-17	-2	9	-1.1	3	-23	0.5	-9
COC(=O)Nc1ccc(S(=O)(=O)NCCO)cc1	0.8	7	3	4	1.4	-14	-4	-2.2	9
O=C1CC(N(Cc2ccco2)C(=O)Nc2ccc(F)cc2)C(=O)N1c1ccc(F)cc1 (stereo not drawn)	0.6	8	-7	-3	1.2	-9	-1	0.8	17
CC(c1ccccc1)C1C(C#N)=C(N)SC(N)=C1C#N (stereo not drawn)	0.8	-1	-28	-10	2.5	21	8	1.3	-9
CC1(C(=O)NC2CCCC2)CCC(=O)N1Cc1ccccc1Cl (stereo not drawn)	0.2	-4	16	1	-0.7	53	-3	-0.4	13
O=C(NCCc1ccccc1)C(=O)NCC1CCCO1 (stereo not drawn)	0.2	0	-15	-1	7.5	-7	7	-1.6	-13
CC1(C(=O)OCC(=O)Nc2ccc(C(N)=O)cc2)CC1(Cl)Cl (stereo not drawn)	1.5	-2	-5	4	1.5	-6	-3	-1.5	12
CCCC(=O)Nc1ccc(Cc2ccc(NC(=O)CCC)c(C(=O)O)c2)cc1C(=O)O	1.1	6	17	1	0.6	3	-6	-0.8	9
CS(=O)(=O)c1cnc(-c2ccccc2)nc1Oc1ccc(F)cc1	-0.6	-3	26	9	0.7	56	-8	-1.7	-33
Cc1nnc(SCC(=O)N2CCN(S(=O)(=O)c3ccc(Cl)cc3)CC2)n(N)c1=O	0.0	-3	-5	10	-0.7	13	-10	0.1	12
S=C(NCc1ccc(Cl)cc1)Nc1ccccc1	0.2	-8	-72	0	0.2	4	3	-0.1	-21
CCOCCCn1c(SCC(=O)NCc2ccco2)nc2c(sc3ccccc32)c1=O	0.2	4	-4	0	0.1	55	2	-1.5	15
CC(SC1=NCCS1)C(=O)Nc1nnc(-c2ccc(Br)cc2)s1 (stereo not drawn)	-0.3	-10	-1	1	1.3	86*	-8	-2.6	-16
COc1ccc(NC(=O)Cn2nc(C(F)(F)F)c3c2CCCC3)cc1OC	0.6	-7	-29	-4	1.5	-15	-27	1.4	18
COc1cc2nc(SCC(=O)c3ccc(Br)cc3)n3nc(C)nc3c2cc1OC	0.3	11	19	1	1.4	5	-13	0.8	10
O=C(O)C1CCN(c2ncccn2)CC1	0.7	0	18	2	0.8	12	-8	1.3	-18
COc1ccc2c(c1)-c1nc(/N=C/c3ccc(O)cc3)sc1CC2	-0.9	9	7	7	-1.9	1	0	0.9	16
CCN(CC)S(=O)(=O)c1cc(NS(=O)(=O)c2cc(Cl)ccc2Cl)ccc1C	-0.8	2	12	1	-2.3	17	-4	-0.6	9
CC1(C)CC2=C(CO1)C(=S)NC(c1ccccc1)N2CC1CCCO1 (stereo not drawn)	0.9	4	0	.	1.1	3	8	-0.2	4
O=C(NCc1ccncc1)c1cc(F)c(F)cc1Cl	0.5	-11	12	4	-0.3	9	-23	3.3	3
CCCCN(C(=O)NC(=O)Nc1c(C)cc(C)cc1C)S(C)(=O)=O	1.0	18	15	4	0.3	21	-14	2.2	12
CCOC(=O)c1oc2ccccc2c1NC(=O)c1ccccc1OC	0.7	-28	79*	5	0.8	70	-4	0.1	-69
Cc1ccc(NC(=O)CSc2n[nH]c(-c3ccco3)n2)cc1	0.1	-13	-6	4	-0.1	-8	-13	-1.6	-28
O=C(c1ccc(Cl)cc1)c1c[nH]c(C(=O)NNc2ccccc2)c1	-0.5	-4	-43	0	0.8	-14	-11	-0.4	-17
Cc1ccc(CNC(=O)CCc2nc(-c3cccs3)no2)cc1	-1.0	-28	3	21*	-1.7	26	-11	1.2	-20
O=C(CSc1nnc(-c2cccs2)n1Cc1ccccc1)NCc1ccc2c(c1)OCO2	-0.8	-6	16	4	-1.8	8	-6	-0.6	-8
COc1cc(/C=C(\C#N)C(=O)NCCc2ccccc2)cc(OC)c1O	4.9	-22	-30	3	13	-8	0	-1.5	-18
CC(=O)NCC(=O)OCC(=O)c1ccc2ccccc2c1	0.9	2	15	7	-0.4	22	-11	-1.1	-14

Single values from the results shown.
`O=C(c1ccc(Cl)cc1)c1c[nH]c(C(=O)NNc2ccccc2)c1` in TRPML3 agonist shows -0.5
`Cc1ccc(OC(=O)CCC(=O)N2CCc3ccccc32)cc1` in EP2 mod shows -2
`COc1cc2nc(SCC(=O)c3ccc(Br)cc3)n3nc(C)nc3c2cc1OC` in NPY-Y2 PAM-ag shows 11
`O=C(CSc1nnc(-c2cccs2)n1Cc1ccccc1)NCc1ccc2c(c1)OCO2` in NPY-Y1 antag shows 4

The listing continues.
SMILES	TRPML3 agonist	NPY-Y2 PAM-ag	EP2 mod	NPY-Y1 antag	zfTRPN1 agonist	CHOP inhibitor	S1P4 antag	S1P4 agonist	NPY-Y1 PAM-ag
CC(C)[C@H](NC(=O)c1cccc(S(=O)(=O)N2CCOCC2)c1)C(=O)Nc1nccs1	0.8	5	10	11	0.3	10	-6	-1.9	16
O=C(O)CN1C(=O)CSc2ccccc21	0.7	5	-18	1	1.1	-16	-33	-0.1	10
CS(=O)(=O)N(CC(=O)Nc1ccc(S(=O)(=O)N2CCCC2)cc1)c1ccccc1F	0.8	10	7	8	1.9	3	-2	0.7	-4
CN(C)CC(=O)Nc1ccc(S(N)(=O)=O)cc1	1.6	-4	4	-3	1.3	10	28	-1.8	1
CC(C)Cn1c(SCC(=O)NCc2ccco2)nnc1-c1ccncc1	0.6	3	7	8	-0.3	2	-30	0.0	8
CC1=CC(C)(C)N(C(=O)CN2C(=O)CCC2=O)c2ccc(C)cc21	1.2	-9	33	2	0.7	41	8	0.1	-2
COCCCNC(=O)CN1C(=O)/C(=C/c2ccccc2)Sc2ccccc21	0.1	-5	-20	.	0.4	26	-13	-2.1	-6
Cc1ccc(NC(=O)Nc2cccs2)c(Cl)c1	2.2	6	-12	-6	2.7	-3	-7	-1.8	-14
CSc1ccc(-c2nnn(Cc3ccc(C)cc3)n2)cc1	1.5	-9	2	9	1.3	34	8	1.1	-6
COC(=O)C1C(=O)C=C(Nc2ccc(F)cc2)CC1c1ccc(OC)cc1 (stereo not drawn)	0.4	0	4	-2	-1.2	2	-28	-0.2	-24
O=C(Nc1ccccc1Cl)N1CCSc2ccccc21	0.6	2	77*	-3	0.8	31	-25	0.7	-2
COCc1cc(C)nc(SCC(=O)Nc2ccc(C)c(C)c2)c1C#N	1.0	9	-20	0	-0.5	38	-7	0.2	12
O=C(c1c[nH]c2ccccc12)N1CCOCC1	0.4	2	-8	-1	0.5	-3	6	0.2	-5
CC(=O)c1cc(-c2ccccc2)[nH]c1N1CCOCC1	0.8	0	14	-5	-0.3	6	-17	1.2	16
COc1ccccc1N/N=C(\C#N)C(=N)N1CCOCC1	1.2	9	-28	0	7.5	7	-4	-1.3	7
COC(=O)Cc1[nH]n(-c2ccccc2)c(=O)c1C=Nc1ccc(C)cc1	-0.5	-5	0	.	-1.1	-1	-28	0.4	-19
COCc1cccc(N2C(=O)CC(C3C=C(C)C4C(=O)N(c5cccc(COC)c5)C(=O)C4C3)C2=O)c1 (stereo not drawn)	0.4	-1	-19	0	-0.5	-1	6	-0.8	8
CCC(C)C(NC(=O)c1ccc(Cl)cc1Cl)C(=O)O (stereo not drawn)	1.3	8	23	8	1.0	38	-11	-1.4	-1
Cc1cc(=O)[nH]c(SCC(=O)Nc2ccc(F)c([N+](=O)[O-])c2)n1	0.6	-14	9	-2	1.1	-8	-7	1.4	-13
COc1ccc(S(=O)(=O)Nc2ccc(-n3cccc3)cc2)cc1	-0.5	-7	-73	-2	-0.8	18	-3	-1.9	3
O=C(NNC(=O)c1sccc1-n1cccc1)Nc1ccc(F)cc1	1.1	3	-11	5	-0.4	8	-3	-0.9	10
CCOCCCNC(=S)NCCCNc1nc2cc3c(cc2cc1C#N)OCO3	-0.3	9	-18	2	0.6	0	-14	1.0	1
Cc1ccc(CNC(=O)Cc2cccs2)cc1	0.0	10	30	3	-0.4	12	-9	0.5	19
O=C(c1ccc(Cl)c([N+](=O)[O-])c1)N(Cc1ccc(F)cc1)C1CCS(=O)(=O)C1 (stereo not drawn)	-0.2	0	10	.	1.1	-27	-2	-1.6	20
CC1CCCCN1CC(=O)c1c(N)n(Cc2ccccc2)c(=O)n(C)c1=O (stereo not drawn)	0.6	2	2	4	1.8	3	-9	-0.8	17
C#C[C@]1(O)CC[C@H]2[C@@H]3CCc4cc(O)ccc4[C@H]3CC[C@@]21C	0.3	3	-46	0	1.2	31	-5	1.6	-14
Cc1ccc(CN2CCN(Cc3cnn(-c4ccc(F)cc4)c3)CC2CCO)o1 (stereo not drawn)	0.0	-4	10	5	-0.1	18	-11	2.3	6
Cn1c(C(=O)Nc2ccc3c(c2)OCCO3)cc2c(=O)n(C)c3ccccc3c21	0.0	-31	0	1	1.0	-59	-5	-2.8	-9
CC(=O)Nc1ccc(NC(=O)C(=O)N/N=C/c2cccnc2)cc1	0.6	-5	-15	.	1.4	-4	6	-0.3	-1
CCN(CC)C(=O)n1nc(C)c(CN2C(=O)c3ccccc3C2=O)c1C	0.8	-3	.	6	0.6	.	-10	0.1	-21
C=CCOc1cccc(C2C(C(=O)c3cccs3)=C(O)C(=O)N2Cc2cccnc2)c1 (stereo not drawn)	0.8	-8	26	0	1.4	-15	-11	-0.2	1
Cc1ccc(S(=O)(=O)CC(=O)Nc2ccc(F)c(F)c2F)cc1	-0.2	-5	-15	.	-1.9	-4	-8	-1.2	28
CN(C)S(=O)(=O)c1cccc(NC(=O)COC(=O)c2ccc([N+](=O)[O-])o2)c1	0.7	8	-49	-5	0.8	32	-1	0.6	11
CCOc1ccc(-c2cc3nc(C4CCN(C(=O)OC(C)(C)C)CC4)c(C(=O)O)cn3n2)cc1	0.6	-23	56	-6	-0.2	17	2	126*	-36
O=C1CC(N2CCN(C(c3ccccc3)c3ccccc3)CC2)C(=O)N1Cc1ccc(N2CCCC2=O)cc1 (stereo not drawn)	-1.1	-12	32	-4	-2.4	14	-6	-1.4	15
COc1ccc(C(CC(=O)NC(C)(C)C)n2cccc2)cc1 (stereo not drawn)	-0.8	4	3	0	-0.4	16	-1	-3.1	-13
COc1cccc(-n2nc(-c3ccnn3-c3ccc(F)cc3)c(=O)n(C)c2=O)c1	-0.3	4	14	-1	-1.3	0	5	-3.8	5

Just TRPML3 agonist and NPY-Y1 PAM-ag, for some of the entries so far:
smiles	TRPML3 agonist	NPY-Y1 PAM-ag
CCOc1ccc(-c2cc3nc(C4CCN(C(=O)OC(C)(C)C)CC4)c(C(=O)O)cn3n2)cc1	0.6	-36
O=C1CC(N2CCN(C(c3ccccc3)c3ccccc3)CC2)C(=O)N1Cc1ccc(N2CCCC2=O)cc1 (stereo not drawn)	-1.1	15

High-throughput results as filed in PubChem BioAssay.
